Screens from PubChem.
PAFAH2 inh: PAFAH2 enzyme inhibitors, primary screen, biochemical, fluorescence polarization, human; recombinant PAFAH2, FP-rhodamine activity probe; Platelet-activating factor acetylhydrolase 2, cytoplasmic (Homo sapiens), Q99487; actives 0.99% (n = 340,000); AID 492956, 2010; inhibition, % at 3.39 µM;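 active means inhibition above the mean over all tested compounds plus 3 SD, cut at about 30% in these data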;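 further: inhibitors block probe labeling of enzyme so polarization drops; 0% = enzyme with DMSO and 100% = wells lacking PAFAH2 protein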
Numbers without * were called inactive. These rows are one share of the data, so the mix of outcomes need not match the whole.

SMILES	PAFAH2 inh
Cc1ccc(N(C)S(=O)(=O)c2cccc(C(=O)N(C)Cc3cnn(-c4ccccc4)c3)c2)cc1	6
O=C(CN1CCOCC1)N1CCOCC1	4
COC(=O)c1ccccc1NC(=O)c1onc(C)c1Cl	-1
CCOC(=O)C1=C(O)C(=O)C(C(=O)OCC)C1 (stereo unspecified)	4
Oc1ccc(-c2nccs2)cc1	-4
Cc1ccc2[nH]c3nc(NN)nnc3c2c1	5
O=C1/C(=C/c2ccccn2)SC(=S)N1Nc1ncc(C(F)(F)F)cc1Cl	37*
CC(C)Sc1nc(N)nc2c1ncn2C1OC(CO)C(O)C1O (stereo unspecified)	7
O=C(O)C(c1ccccc1)C1CCCCC1O (stereo unspecified)	4
CCC(C)NC(=S)Nc1ccccc1 (stereo unspecified)	0
CC(=O)Nc1ccc2c(c1)Cc1c(F)cccc1-2	2
COc1ccc(C=NN=C2c3ccccc3-c3ccccc32)cc1OC	-4
O=c1oc2c(CN3CCOCC3)c(O)c(Cl)cc2c2c1CCC2	4
[O-]C(=C(C(=S)Nc1cccc2ccccc12)[n+]1cccc(CO)c1)c1ccc(Cl)s1	-5
CCc1cc(C(=O)N2CCN(C(=O)c3ccccc3)CC2)sc1C	7
Cc1ccc2[nH]c(=O)c3cc(C(=O)NCCC(C)C)sc3c2c1	-1
C#CCOCCOCCOCCNc1nc(N2CCN(C(=O)[C@H](CCCCN)n3cc(CC(C)O)nn3)CC2)nc(N2CCN(C(=O)[C@H](Cc3ccc(O)cc3)n3cc(CCO)nn3)CC2)n1 (stereo partly specified)	2
COc1cc(C2c3cc4c(cc3OC(NCc3ccccc3)C2C)OCO4)cc(OC)c1OC (stereo unspecified)	4
COC(=O)c1ccc(NC(=O)CCCCCn2nnc3ccccc3c2=O)cc1	-4
CC(NC(=O)c1ccccc1Cl)C(=O)NCc1cccs1 (stereo unspecified)	2
F[B-](F)(F)c1cncc2ccccc12	8
O=S(=O)(CS(=O)(=O)c1ccccc1)c1ccccc1	6
O=C1OC(c2ccccc2)(c2ccc3cc(O)ccc3c2)c2ccccc21 (stereo unspecified)	-11
Cc1ccc(OCC(=O)Nc2ccc(S(=O)(=O)N3CCOCC3)cc2)c(C)c1	9
O=C(NN=Cc1ccc(F)cc1)C1CC1	0

Individual results from the list:
For PAFAH2 inh, F[B-](F)(F)c1cncc2ccccc12 has the entry 8
For PAFAH2 inh, COc1ccc(C=NN=C2c3ccccc3-c3ccccc32)cc1OC has the entry -4

16 entries out of the list, sorted by SMILES length, lowest first.
SMILES	PAFAH2 inh
CCC(C)NC(=S)Nc1ccccc1 (stereo unspecified)	0
O=C(CN1CCOCC1)N1CCOCC1	4
F[B-](F)(F)c1cncc2ccccc12	8
O=C(O)C(c1ccccc1)C1CCCCC1O (stereo unspecified)	4
CC(=O)Nc1ccc2c(c1)Cc1c(F)cccc1-2	2
COC(=O)c1ccccc1NC(=O)c1onc(C)c1Cl	-1
CC(NC(=O)c1ccccc1Cl)C(=O)NCc1cccs1 (stereo unspecified)	2
CC(C)Sc1nc(N)nc2c1ncn2C1OC(CO)C(O)C1O (stereo unspecified)	7
COc1ccc(C=NN=C2c3ccccc3-c3ccccc32)cc1OC	-4
CCc1cc(C(=O)N2CCN(C(=O)c3ccccc3)CC2)sc1C	7
Cc1ccc2[nH]c(=O)c3cc(C(=O)NCCC(C)C)sc3c2c1	-1
COC(=O)c1ccc(NC(=O)CCCCCn2nnc3ccccc3c2=O)cc1	-4
Cc1ccc(OCC(=O)Nc2ccc(S(=O)(=O)N3CCOCC3)cc2)c(C)c1	9
COc1cc(C2c3cc4c(cc3OC(NCc3ccccc3)C2C)OCO4)cc(OC)c1OC (stereo unspecified)	4
[O-]C(=C(C(=S)Nc1cccc2ccccc12)[n+]1cccc(CO)c1)c1ccc(Cl)s1	-5
Cc1ccc(N(C)S(=O)(=O)c2cccc(C(=O)N(C)Cc3cnn(-c4ccccc4)c3)c2)cc1	6

(further entries)
SMILES	PAFAH2 inh
CCOC(=O)/C=c1/s/c(=C/c2ccc3cc(OC)ccc3c2)c(=O)n1CC(=O)NCC1CCCO1 (stereo unspecified)	-4
Cc1ccc(S(=O)(=O)NC(C)C(=O)NC2CC2)cc1 (stereo unspecified)	2
CCOc1cc2c(cc1OCC)C(c1ccc(O)c(OC)c1)NCC2 (stereo unspecified)	8
CCN(C1CCS(=O)(=O)C1)S(=O)(=O)c1ccc(Cl)s1 (stereo unspecified)	-8
N#Cc1ccc(C(=O)OCc2cccc(S(=O)(=O)N3CCOCC3)c2)cc1	5
Cc1cc2c(=O)n(C)c(SCC(=O)NCC3CCCO3)nc2s1 (stereo unspecified)	7
c1ccc(CC(Cc2ccccc2)c2ccccn2)cc1	0
O=C1C[C@@H]2c3c(cccc3CN1Cc1ccccc1)C[C@@H](O)[C@H]2O	-2
COc1cc(O)c(C(CC(=O)N2CCCCC2)c2ccc(N(C)C)cc2)c(OC)c1 (stereo unspecified)	7
COc1ccc(Cn2cc(CN3CCS(=O)(=O)N(Cc4ccc(-c5cccc(Cl)c5)cc4)C(C)C3=O)nn2)cc1 (stereo unspecified)	-3
CC(=O)c1cc(Cl)ccc1OCC(=O)NC1CCCC1	0
O=C(CCN=C1NS(=O)(=O)c2ccccc21)OCc1c(F)c(F)c(F)c(F)c1F	-5
N[C@@H](Cc1cnc[nH]1)C(=O)Nc1ccc2ccccc2c1	-6
CC(C)CNC(=S)N1CCC(Cc2ccccc2)CC1	-3
CC(C)CN1CCN(C(=O)CCc2nnc(Cc3c[nH]c4ccccc34)o2)[C@@H](C)C1=O	19
CC(=O)c1cccc(NC(=O)COC(=O)Cc2ccc(Cl)cc2)c1	11
O=C1Nc2ccccc2SC1c1ccccc1 (stereo unspecified)	-4
CN(Cc1cnc2nc(N)nc(N)c2n1)c1ccc(C(=O)NC(CCC(=O)O)C(=O)O)c2ccccc12 (stereo unspecified)	4
O=C(c1ccc(CNc2c(NC3CCCCC3)c(=O)c2=O)cc1)N1CCc2ccccc21	-1
Cc1cc2c(SCC(=O)Nc3cccc(O)c3)ncnc2s1	25
OC(CNCc1ccco1)COc1ccccc1 (stereo unspecified)	6
O=C(NCC1CCCO1)c1cn(Cc2ccccc2Cl)nc1-c1ccccc1 (stereo unspecified)	3
Cc1ccc(/C=C2/SC(=S)N(CCCC(=O)Nc3ccc(O)cc3)C2=O)cc1	2
CC(=O)NC(c1ccc(Cl)cc1Cl)c1ccc2cccnc2c1O (stereo unspecified)	0
CC(=O)Nc1cccc(/C(C)=N/Nc2ccc(S(=O)(=O)Nc3ccccc3C(=O)O)cc2[N+](=O)[O-])c1	38*
SMILES	PAFAH2 inh
O=C(CCCn1cncn1)N1CCCC(Nc2ccc(F)cc2)C1 (stereo unspecified)	1
CC1CC(C)CN(CCCNS(=O)(=O)c2ccc3c(c2)oc(=O)n3C)C1 (stereo unspecified)	-2
CC(=NNC(=S)N(Cc1ccccn1)Cc1ccccn1)c1cnccn1	6
CC(Oc1ccccc1F)C(=O)NNC(=O)c1ccc(F)c(S(=O)(=O)N2CCOCC2)c1 (stereo unspecified)	-1
Cn1c(=O)c2[nH]c(NN=Cc3cccc(Br)c3)nc2n(C)c1=O	-2
O=C(Nc1ccn(CCCN(CCCn2ccc(NC(=O)OCc3ccccc3)nc2=O)CCc2cc3ccccc3[nH]2)c(=O)n1)OCc1ccccc1	-1
CC1CCCCC12NC(=O)N(CC(=O)N1CCN(S(=O)(=O)c3cccs3)CC1)C2=O (stereo unspecified)	2
CCCCNC(=O)Cn1nc(-c2ccc(C)cc2)ccc1=O	1
CC(C)NC(=O)c1ccc(CN2CCc3ccccc3C2)cc1	3
CC(C)NC(=O)CSc1nc(-c2ccccc2)cs1	3
CC[C@]12C(=O)N(C)C[C@H]([C@@H]3C(=O)N(C)C(=O)[C@@H]31)N2C(=O)c1ccc(F)cc1	5
O=C(Cn1cnc2cc([N+](=O)[O-])ccc2c1=O)Nc1cccc(S(=O)(=O)N2CCCCC2)c1	-8
CC(=O)Nc1ccc(C=NNC(=O)CCCC(=O)NN=Cc2ccc(NC(C)=O)cc2)cc1	1
Cc1nn(-c2ccccc2)c(C)c1C(=O)OCC(O)=C(C#N)c1nc2ccccc2[nH]1	7
CCOC(=O)N1CCN(c2nc3ccc(C)cc3n3cnnc23)CC1	-1
CCN(CC)CCOC(=O)c1ccc(N/C=C(/C#N)c2nc(-c3cc4ccccc4oc3=O)cs2)cc1	-1
COc1cc(C(=O)Nc2ccc(S(=O)(=O)N3CCCCC3)cc2)ccc1OCC(=O)N1CCOCC1	2
COc1ccc(C(=O)Cn2c(N3CCCCC3)nc3c2c(=O)n(C)c(=O)n3C)cc1OC	-6
CC(=NNC(=S)N1CCCCCC1)c1cccc2cccnc12	12
COc1ccccc1NS(=O)(=O)c1cc(C(=O)N2CCCC2)ccc1F	13
CC1CCC2(CC1)NC(=O)N(NC(=O)c1ccc(OC(C)C)cc1)C2=O (stereo unspecified)	-2
COc1cccc(N(C(=O)Cn2nnc3ccccc32)C(C(=O)NCc2ccco2)c2cccnc2)c1 (stereo unspecified)	6
O=C1C=CC(=O)N1CCCCCCCCCCN1C(=O)C=CC1=O	-3
CCOC(=O)Nc1cc(N)ncn1	-2
Cc1nc(SCC(=O)N2c3ccccc3NC(=O)CC2C)c2c(C)c(C)sc2n1 (stereo unspecified)	10
SMILES	PAFAH2 inh
COc1ccc(NC(=O)c2ccc(OCC3CCCO3)cc2)cc1Cl (stereo unspecified)	0
CCn1cc(/C=C(\NC(=O)c2ccccc2Cl)C(=O)N2CCN(C)CC2)c2ccccc21	8
CCOC(=O)c1sc(-c2ccc(OC)cc2)cc1NC(C)=O	-5
O=C(O)CCCNCc1ccccc1F	1
COc1cc(/C=C/C(=O)OCC(=O)NCCc2ccc(S(N)(=O)=O)cc2)ccc1OCC#N	-3
CCCN(C(=O)c1cc(S(=O)(=O)N(C)c2ccccc2OC)ccc1C)C1CCS(=O)(=O)C1 (stereo unspecified)	2
COc1ccc(OC)c(C(=O)COC(=O)COc2ccccc2F)c1	-1
CC(=NNC(=S)Nc1cccc(Cl)c1)c1ccccn1	8
CCOC(=O)CCCCC1C(CCCC(=O)OCC)C=NN1C (stereo unspecified)	6
CCc1nn(CC(=O)NCCCN2CCOCC2)c(=O)c2cc3c(OC)cccc3n12	7
CC(=O)c1c(C)[nH]c(C(=O)OCC(=O)N(Cc2ccccc2)C(C)(C)C)c1C	4
Fc1cccc(NC(=S)NNc2c3ccccc3nc3ccccc23)c1	4
CC1(C)SC2c3ccccc3C(=O)N2C1C(=O)O (stereo unspecified)	2
O=C(NNC(=O)c1cc([N+](=O)[O-])ccc1Cl)c1cccnc1	4
Oc1ccc(C[C@H]2CNC(=S)N2CC2CCCN2C[C@H](Cc2ccc(O)cc2)N2C[C@H](Cc3ccc(O)cc3)N(CC3CCCCCC3)C2=S)cc1 (stereo partly specified)	-15
Cc1nnc2sc(SCC(=O)N3CCc4ccccc43)nn2c1=O	-6
NC(=O)c1ccc(Nc2ccc3nonc3c2[N+](=O)[O-])cc1	-2
Cn1nc(C#N)c(=O)[nH]c1=O	-3
COc1cccc2oc(CCc3ccccc3)cc(=O)c12	6
COc1cccc(CN(C)C(=O)c2ccc(S(=O)(=O)Nc3ccccc3F)cc2)c1OC	-4
CC(Sc1nnc2n1CCCCC2)C(=O)Nc1ccc(S(N)(=O)=O)cc1 (stereo unspecified)	-4
O=C(O)Cc1ccc(NC(=O)Cc2ccc3ccccc3c2)cc1	9
O=C1NN(c2ccc(Cl)c(Cl)c2)C(=O)/C1=C/c1ccc(-c2ccccc2C(=O)O)o1	30*
CCC(CC)C(=O)Oc1c(C(=O)N(C)C)cccc1-c1ccccc1	4
Cc1ccc(C(=O)NCCN2CCN(C(=O)c3ccc(C)c(C)c3)CC2)cc1C	-3
SMILES	PAFAH2 inh
COC(=O)c1cc(NC(=O)CSc2ncn[nH]2)ccc1Cl	6
O=C1CCCN1CC(CN1CCOCC1)Sc1nc2ccccc2c(=O)n1-c1ccccc1 (stereo unspecified)	0
CN(C(=O)COC(=O)c1ccc(Cl)s1)C1(C#N)CCCCC1	30*
COc1ccc(OCC(O)CN2CCNCC2)cc1 (stereo unspecified)	-2
COc1ccccc1CNC(=O)CCCN1C(=O)NC2(CCCC2)C1=O	0
CCN1/C(=C/c2ccc3cc(C)cc(C)c3[n+]2CC)Sc2cc(C)ccc21	-2
CS(=O)(=O)N1CCc2cc(C(=O)Nc3ccccc3Br)ccc21	3
CCN(CC)CCNC(=O)CCc1c(C)nc2c(c(C)nn2-c2ccc(C)c(C)c2)c1C	-1
COc1ccc(-c2ccc3c(c2)[C@@H]2C[C@H](N(C)S(=O)(=O)c4ccccc4)[C@H]([C@H](C)O)C(=O)N2CC3)cc1	-3
Cc1cc(OC(=O)c2ccccc2)c([N+](=O)[O-])c(=O)[nH]1	-5
CN(CCc1ccccc1)C(=O)c1cccc(NC(=O)Cc2cccc(NC(=O)C3CCCN(C(=O)CCc4ccccc4)C3)c2)c1 (stereo unspecified)	4
Cc1cccc(NS(=O)(=O)c2ccc(C)c(C(=O)NCC(c3ccco3)N3CCCCC3)c2)c1 (stereo unspecified)	0
N=c1ccn2c(n1)O[C@H]1[C@H](O)[C@@H](CO)O[C@H]12	-10
COc1ccccc1NS(=O)(=O)c1ccc(C)c(C(=O)Nc2ccc(S(=O)(=O)Nc3onc(C)c3C)cc2)c1	4
O=C(CNS(=O)(=O)c1ccccc1F)NNC(=O)c1ccc(Br)cc1	-8
COc1ccc(S(=O)(=O)Nc2ccc(-n3cnnn3)cc2)cc1Br	3
CSc1ccc(/C=C(/NC(=O)c2ccco2)C(=O)NCc2ccco2)cc1	-8
CCOC(=O)c1cnc[nH]c1=O	-2
O=C(Nc1ccc(F)cc1F)c1ccc2c(=O)n3c(nc2c1)CCC3	6
O=[N+]([O-])c1ccc(Sc2cccc[n+]2[O-])c2nonc12	90*
C#CCOc1ccc(OC)cc1C(c1c(C)[nH][nH]c1=O)c1c(C)[nH][nH]c1=O	-1
O=[N+]([O-])c1ccc(OCc2cnc(Cl)s2)cc1	1
CCC(=O)Nc1c(-c2ccc(Cl)cc2)c(=O)c2ccccc2n1C	0
CCCCNC(=S)NNC(=O)c1cc(C2CC2)nc2ccccc12	4
C=C1C(O)C[C@@H](C(C)C)N(CC(C)C)S1(=O)=O (stereo partly specified)	2
